ssDAF12 agonist: S. stercoralis DAF-12 nuclear receptor activators, primary screen, cell-based, luminescence, HEK293, GRIP1 co-expression, lit1-tk-luc | HEK293 ssDAF-12/GRIP1 lit1-tk-luc reporter; % of 3 µM dafachronic acid response | 370,000 compounds, 1% hits | AID 652126, 2013 | activation, % at 6.8 µM | Nuclear hormone receptor DAF-12 (Strongyloides stercoralis);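 active = activation above the mean over all tested compounds plus 3 SD, cut at about 0.9% in these data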;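 note: 0% = DMSO-only wells and 100% = 3 µM delta7-dafachronic acid wells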
ADAM10 inh: human ADAM10 inhibitors, primary screen, biochemical, QFRET, HTS | Disintegrin and metalloproteinase domain-containing protein 10 (Homo sapiens), O14672 | recombinant ADAM10, EDANS/DABCYL FRET peptide cleavage, 3 h | inhibition, % at 7 µM | 370,000 compounds, 0.62% hits | AID 720582, 2013;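 active = inhibition above a per-campaign cutoff equal to the mean of compounds falling between control-based bounds plus 3 SD, cut at about 20% in these data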;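 note: 0% = DMSO wells while the 100% control is not disclosed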
Target sequence (O14672 214-748 limits assumed): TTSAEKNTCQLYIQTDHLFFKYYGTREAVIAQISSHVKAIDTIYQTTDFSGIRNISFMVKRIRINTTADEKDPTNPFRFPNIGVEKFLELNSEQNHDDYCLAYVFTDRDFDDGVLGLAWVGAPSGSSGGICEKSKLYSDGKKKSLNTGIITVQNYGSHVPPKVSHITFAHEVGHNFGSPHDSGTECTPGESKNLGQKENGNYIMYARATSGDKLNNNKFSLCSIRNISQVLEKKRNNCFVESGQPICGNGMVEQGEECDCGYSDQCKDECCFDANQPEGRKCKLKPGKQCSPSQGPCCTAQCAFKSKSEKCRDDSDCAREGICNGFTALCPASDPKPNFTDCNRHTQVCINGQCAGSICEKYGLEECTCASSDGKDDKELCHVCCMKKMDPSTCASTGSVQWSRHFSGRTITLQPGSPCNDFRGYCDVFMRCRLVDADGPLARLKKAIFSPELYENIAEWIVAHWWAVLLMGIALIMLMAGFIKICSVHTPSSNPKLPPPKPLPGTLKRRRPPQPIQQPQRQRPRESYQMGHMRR
PG9 binder: binders of HIV-1 gp120 antibody PG9, primary screen, biochemical, TR-FRET; TR-FRET gp120-PG9 antibody binding; inhibition, % at 6.7 µM; 360,000 compounds, 0.43% hits; AID 624416, 2012; in the data active = inhibition above about 8.5%
hgDAF12 agonist: H. glycines DAF-12 receptor agonists, primary screen, cell-based, luminescence, HEK293, GAL4 fusion, UAS-luciferase; Nuclear hormone receptor DAF-12 (Heterodera glycines), GAL4 fusion; HEK293 GAL4-hgDAF12 UAS-luciferase reporter, agonist luminescence; normalized to butyrate control; activation, % at 6.8 µM; 370,000 compounds, 1.8% hits;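 active = activation above a cutoff set at the mean of all screened compounds plus 3 SD, cut at about 10% in these data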;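 note: 0% = DMSO wells and 100% = sodium butyrate wells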
DAX1 inh-1: DAX1 (NR0B1) inhibitors on StAR promoter, primary screen, cell-based, luminescence, SF-1 (NR5A1), full-length DAX-1. inhibition, % at 6.8 µM. 370,000 compounds, 1.1% hits. HEK293T StAR-luciferase reporter, SF-1/DAX-1 repression relief. AID 652010, 2013;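 active = inhibition above the mean over all tested compounds plus 3 SD, cut at about 3.6% in these data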;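 note: 0% = DAX-1 cells with DMSO and 100% = cells lacking DAX-1 with DMSO; higher inhibition means more luminescence from relief of DAX-1 repression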
GC-A act: GC-A stimulated cGMP production enhancers – HEK293 GC-A cells, cGMP TR-FRET, EC30 ANP, primary screen. Atrial natriuretic peptide receptor 1 (Homo sapiens), P16066. 0% at EC30 ANP, 100% saturating ANP. activation, % at 10 µM. 370,000 compounds, 0.14% hits. AID 1671463, 2021; in the data active = activation above about 40%
GAA850 FXN act: FXN promoter activators, primary screen, cell-based, luciferase luminescence, HEK293 lucGAA850; HEK293 lucGAA850 FXN promoter luciferase reporter, 24 h; percent of 10 µM SAHA response; 360,000 compounds, 0.56% hits; activation, % at 6 µM; AID 540364, 2011;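 active = activation above the average of all compounds screened plus 3 SD, cutoff fixed separately per campaign, cut at about 7.5% in these data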;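 note: 0% = DMSO wells and 100% = 10 µM SAHA wells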
ADAM17 inh: ADAM17 inhibitors, primary screen, biochemical, QFRET | Disintegrin and metalloproteinase domain-containing protein 17 (Homo sapiens), P78536 | recombinant ADAM17, EDANS/DABCYL FRET peptide cleavage | inhibition, % at 6.95 µM | 370,000 compounds, 0.83% hits | AID 720648, 2013;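 active = inhibition above the mean of compounds lying between control limits plus 3 SD, set per campaign, cut at about 8.5% in these data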;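 note: 0% = DMSO-only wells as the low control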
hcDAF12 agonist: H. contortus DAF-12 nuclear receptor activators, primary screen, cell-based, luminescence, HEK293, lit1-tk-luc reporter; activation, % at 6.8 µM; 370,000 compounds, 1.4% hits; AID 652067, 2013; HEK293 hcDAF-12 lit1-tk-luc reporter; 0% DMSO, 100% Δ7-dafachronic acid;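 active = activation above the mean of all tested compounds plus 3 SD, cut at about 5.5% in these data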;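 note: 100% = response to 3 µM Δ7-dafachronic acid high control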
SMARCA2 act: SMARCA2 (BRM) function activators, primary screen, cell-based, luminescence, high throughput; MG213 cells, MMTV-luciferase reporter, dexamethasone, overnight; activation, % at 9.1 µM; 370,000 compounds, 1% hits; in the data active = activation above about 7.8%;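 note: 0% = vehicle wells and 100% = reference activator wells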
DAX1 inh-2: DAX1 (NR0B1) inhibitors, primary screen, cell-based, HEK293, Gal4-DAX1, luciferase luminescence | Nuclear receptor subfamily 0 group B member 1 (Homo sapiens), P51843 | HEK293 Gal4-DAX1 luciferase reporter | inhibition, % at 6.75 µM | 340,000 compounds, 0.99% hits | AID 504766, 2011;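 active = inhibition above the mean over all tested compounds plus 3 SD, cut at about 4.2% in these data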;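 note: 0% = DAX1-transfected cells with DMSO and 100% = empty-vector control cells with DMSO; inhibition shows as a rise in luminescence from relieved DAX1 repression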
Target sequence (P51843 207-470 limits assumed): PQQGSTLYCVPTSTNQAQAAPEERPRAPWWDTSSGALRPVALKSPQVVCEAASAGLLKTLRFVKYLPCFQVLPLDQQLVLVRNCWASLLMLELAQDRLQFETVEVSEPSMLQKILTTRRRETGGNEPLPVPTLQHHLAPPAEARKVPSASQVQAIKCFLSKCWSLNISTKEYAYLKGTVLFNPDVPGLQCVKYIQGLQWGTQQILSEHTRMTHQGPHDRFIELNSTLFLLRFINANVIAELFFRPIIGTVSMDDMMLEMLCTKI
Starred values were filed as active, the others as inactive; x = not tested or not shown.

SMILES | ssDAF12 agonist | ADAM10 inh | PG9 binder | hgDAF12 agonist | DAX1 inh-1 | GC-A act | GAA850 FXN act | ADAM17 inh | hcDAF12 agonist | SMARCA2 act | DAX1 inh-2
CCOC(=O)C1(C)CCN1C(=O)c1cccc(OC)c1 (stereo not given) | 0.3 | -6 | -0.8 | 1.5 | 0.1 | 6 | 0.0 | -3 | -1.3 | -1 | x
CCOC(=O)c1ccccc1S(=O)(=O)N1CCN(c2nc(-c3cccs3)nc3ccccc23)CC1 | -2.3 | 0 | x | 0.7 | x | -1 | x | -2 | -4.6 | x | x
CC(O)(c1cccc(F)c1)c1nc(-c2ccc(Cl)cc2)cs1 (stereo not given) | -1.7 | 19 | -2.0 | -1.1 | -1.9 | 0 | 1.1 | 8 | -0.7 | -5 | x
COc1cc(S(=O)(=O)NCc2cccnc2)c(OC)cc1Br | -1.6 | -14 | -0.4 | 1.9 | -0.1 | -4 | -2.5 | -2 | 0.0 | -3 | -1.4
CCOC(=O)C(CSCC(=O)c1ccc(Cl)cc1Cl)NC(=O)OC(C)(C)C (stereo not given) | -1.1 | 1 | -2.0 | 0.0 | -0.1 | 3 | 1.4 | -1 | -1.0 | 1 | 0.8
CCCSc1nnc(CSc2nc(C)cc(C)n2)n1C | -2.0 | -5 | -0.6 | -2.6 | 0.1 | 0 | 1.6 | 1 | -2.0 | 4 | 0.2
CC(C)[C@H](NC(=O)NCc1ccc(F)cc1)C(=O)O | -1.3 | -4 | 0.8 | -1.2 | 0.3 | 2 | 0.1 | -5 | -1.6 | 0 | -0.3
CC(=O)Nc1cccc(C(=O)NC(C)c2ccc(-n3ccnc3)cc2)c1 (stereo not given) | -0.6 | 3 | 0.9 | 0.9 | -0.1 | 0 | 1.3 | 0 | 0.1 | -3 | 0.7
Cc1ccccc1/C=N/Nc1nc2ccccc2[nH]1 | -1.1 | -7 | -3.7 | 8.7 | 0.6 | -2 | 6.2 | -4 | 1.4 | 0 | -0.1
O=C(N/N=C\c1cccnc1)c1ccc(Br)s1 | -1.6 | -5 | 0.3 | -1.9 | 0.1 | -3 | 0.1 | 4 | -0.5 | -1 | 0.0
C[C@@H]1COc2cc(F)ccc2S(=O)(=O)N1C | -0.2 | 2 | x | -2.3 | 0.2 | -4 | x | -3 | 0.1 | -1 | x
CCCCNC(=O)C1(C)CCN1C(=O)c1ccc(OC)c(F)c1 (stereo not given) | -1.4 | 3 | -0.4 | 1.7 | 0.0 | 4 | -0.8 | -1 | -0.3 | -3 | x
CCOC(=O)c1sc(NC(=O)CSc2nc3cccnc3n2C)nc1C | -0.8 | -3 | -0.2 | -0.1 | -0.2 | -4 | 1.2 | -3 | -2.6 | -3 | -0.6
O=C(O)c1cccc(NS(=O)(=O)c2cccc3cccnc23)c1 | -1.0 | -14 | -2.0 | 1.7 | 1.3 | 1 | -0.3 | -1 | 2.2 | -2 | 2.4
CN(c1ccc(C(=O)N2CCN(Cc3ccc4c(c3)OCO4)CC2)cc1)S(C)(=O)=O | -1.1 | -3 | 0.6 | -2.2 | -0.8 | 1 | 0.5 | -7 | -2.1 | -1 | -0.8
CC1CC(C)(C)n2c(O)c(N=NC(N)=S)c3cccc1c32 (stereo not given) | -1.7 | -2 | 0.2 | -0.7 | -1.2 | -41 | -0.9 | -5 | -2.9 | 1 | -0.7
Cc1ccc(S(=O)(=O)NCC(=O)OCC(=O)N(Cc2ccccc2)C(C)(C)C)cc1 | -1.0 | -5 | 0.4 | -0.7 | -0.6 | -2 | -0.9 | -1 | 0.5 | -3 | -0.5
COc1ccc2c(c1OC)C(=O)OC2Nc1nc2ccccc2s1 (stereo not given) | -1.1 | 3 | -1.5 | 1.3 | 0.4 | -3 | 0.9 | 0 | 2.2 | -1 | -0.2
Cc1ccc([N+](=O)[O-])c(NC(=O)COC(=O)C2CC3CCCC(C2)C3=O)c1C (stereo not given) | -0.6 | 1 | -0.9 | -0.9 | 0.6 | 4 | 1.6 | -1 | 0.2 | -2 | 0.2
COc1ccc2c(OC)cc(=O)n(C)c2c1 | -0.5 | 1 | -0.4 | -1.1 | 0.8 | -1 | -0.3 | -1 | 3.4 | -6 | 1.0
O=[N+]([O-])c1ccc(NC(=S)N2CCc3ccccc32)cc1 | -1.3 | -1 | 1.3 | 0.9 | -1.4 | -4 | 1.1 | 2 | 1.3 | 6 | 1.6
Cc1cc(C)nc(/N=C(\N)Nc2ccc(S(=O)(=O)O)cc2)n1 | -1.9 | -4 | -1.2 | -2.8 | 0.9 | 5 | -0.2 | -3 | 0.1 | 1 | x
C/C(Cn1cnc([N+](=O)[O-])n1)=N\NC(=O)c1ccccc1O | -1.0 | -12 | -0.5 | 8.0 | 0.8 | 0 | 1.4 | -5 | 1.3 | 4 | 1.0
CC(=O)Nc1nc(NC(=O)/C=C/c2ccccc2)n(-c2ccccc2)n1 | -1.3 | 4 | -2.2 | -4.1 | -1.2 | 3 | 1.6 | 4 | 1.3 | 3 | -1.2
COc1ccc(CCNC(=O)COC(=O)/C=C/c2ccc(OC)cc2OC)cc1 | -1.7 | -33 | -1.4 | 3.5 | -0.1 | -5 | 0.8 | -10 | -0.8 | -3 | 0.4
O=C(C#Cc1ccccc1)c1ccccc1 | -0.9 | -39 | -2.1 | 0.6 | -1.2 | 6 | 9.3* | -12 | 0.8 | -3 | -2.2
Cc1ccc(OCCC(=O)OCC(=O)N2CCN(S(=O)(=O)c3ccc(C)cc3)CC2)cc1 | 0.0 | 0 | -0.7 | -1.4 | -0.2 | 0 | 0.4 | -4 | -1.9 | -2 | -0.4
Cc1ccc(-c2nnc(-c3cccc(NC(=O)c4cccs4)c3)o2)cc1 | -1.6 | 8 | -3.8 | 4.0 | -0.7 | -10 | 0.4 | 4 | -1.0 | 2 | -1.3
CC(C)(C)c1cc(C(=O)O)nn1-c1ccccc1 | -1.3 | -5 | 0.1 | 0.9 | -0.5 | 1 | -1.3 | -3 | -0.5 | -5 | 0.3
COc1ccc(-n2c3c(c(=O)[nH]c2=O)C(C(F)(F)F)(C(F)(F)F)N=C(CC(C)C)N3)cc1 | -1.3 | -12 | -1.5 | -0.5 | -0.9 | 1 | 1.6 | -6 | -0.5 | -2 | 0.1

More results follow.
SMILES | ssDAF12 agonist | ADAM10 inh | PG9 binder | hgDAF12 agonist | DAX1 inh-1 | GC-A act | GAA850 FXN act | ADAM17 inh | hcDAF12 agonist | SMARCA2 act | DAX1 inh-2
COc1ccc(C(=O)N/N=C(\C)CC(=O)Nc2ccc3c(c2)OCCO3)c(OC)c1 | -1.2 | 0 | 1.0 | 2.8 | -0.1 | -2 | 2.5 | 1 | -1.8 | 0 | 0.4
COc1ccc(/C=C2/SC(=O)N(CCC(=O)Nc3ccccc3C(=O)O)C2=S)cc1 | -1.7 | 1 | -1.9 | 0.1 | -0.4 | 1 | -2.3 | 2 | -0.7 | -5 | 0.3
Cc1ccc(C(=O)N2CCN(S(=O)(=O)N3CCCCCC3)CC2)cc1 | -1.1 | -1 | -0.1 | 2.0 | -0.5 | 2 | 0.8 | -2 | -0.8 | -2 | 1.1
CCC(C(=O)NC1CCCC1)N(C(=O)Cn1nnc(-c2ccc(C)o2)n1)c1cccc(O)c1 (stereo not given) | -1.4 | -4 | -1.1 | -3.1 | 0.0 | 1 | 1.4 | -2 | -0.6 | 1 | -0.2
CC1CCCN(S(=O)(=O)c2ccc(C(=O)Nc3ccccc3-c3nc4ccccc4[nH]3)cc2)C1 (stereo not given) | -1.9 | 3 | 0.7 | 0.8 | 0.2 | 1 | -0.6 | -3 | 0.7 | 0 | -0.8
COc1ccc(N2CCN(c3ccc(C(N)=O)cc3[N+](=O)[O-])CC2)cc1 | -2.2 | -3 | -1.0 | -3.4 | -2.2 | 2 | 0.1 | -2 | -2.4 | -3 | -0.1
Cc1ccc(C(=O)Cn2cccn2)cc1 | -1.2 | -11 | -0.2 | -1.8 | 0.5 | -3 | 0.7 | -8 | -2.5 | -2 | -0.6
Cc1c(C(=O)Nc2c3c(nn2C(C)(C)C)CS(=O)(=O)C3)cccc1[N+](=O)[O-] | -1.3 | -1 | -0.8 | 3.7 | -0.2 | 2 | 0.3 | -2 | 4.8 | -3 | -0.3
CC(=O)c1[nH]c(C)c(C(C)=O)c1C | -0.4 | -1 | 0.2 | 0.7 | 0.0 | 2 | 2.5 | -2 | -0.8 | 0 | 2.1
O=C(c1cnn2c1NC(c1ccc(Br)cc1)CC2C(F)(F)F)N1CCN(C23CC4CC(CC(C4)C2)C3)CC1 (stereo not given) | -1.0 | -2 | 1.3 | 2.6 | 0.7 | -1 | 1.1 | 4 | 0.4 | -3 | -0.4
Cc1c(Cl)cnc(NC(=O)COC(=O)CCS(=O)(=O)c2ccccc2)c1Cl | -1.2 | -61 | -0.5 | 0.5 | -0.7 | 2 | 1.4 | -23 | 0.8 | 0 | 0.1
Cc1ccc2nc(NC(=O)/C=C/c3ccc4c(c3)OCO4)sc2c1 | -0.1 | -3 | -0.1 | -2.6 | 0.5 | 2 | -2.9 | -2 | -1.6 | -1 | 0.9
COCOCCn1cc(CN2CCS(=O)(=O)N(Cc3ccc(-c4ccc(OC)nc4)cc3)C(C(C)C)C2=O)nn1 (stereo not given) | -1.0 | -17 | -2.9 | -3.2 | -1.4 | 1 | 1.7 | -1 | -2.1 | -1 | -0.7
C/C(=N\NC(=O)CCc1ccc(S(=O)(=O)N2CCOCC2)cc1)c1ccc(OC(F)F)cc1 | -1.9 | 0 | 0.0 | -2.0 | 0.2 | -4 | 3.7 | -2 | -1.0 | 2 | -0.3
CCCc1c(C(=O)N/N=C(\CC)c2ccccc2)nnn1-c1nonc1N | -1.2 | -16 | -0.6 | -0.1 | -0.8 | -3 | 1.2 | -6 | -1.4 | -2 | 2.0
COc1ccccc1CCNC(=O)C1CCN(C(=O)/C=C/c2ccccc2)CC1 | -0.7 | -3 | -2.0 | 2.5 | 0.1 | 4 | -0.8 | -2 | 0.0 | 3 | 2.0
